Yeast growth inh: chemicals that inhibit yeast BB579 growth in restrictive medium (lifespan-shortening candidates) | inhibition, % at 10 µM | S. cerevisiae BB579 growth, OD615, 48 h | 0.51% of 140,000 active | AID 804;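 active = inhibition above a set limit, 3 SD over the mean compound inhibition, cut at about 44% in these data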; note: inactives centre near -24
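Detection: OD615 turbidity measurement; Material: Saccharomyces cerevisiae DeaD strain BB579, replicative lifespan model yeast; Timing: 48 h exposure, 30 °C; Doses: single 10 µM dose; Medium: CSMM-D restrictive synthetic medium containing dextrose (glucose); Controls: amphotericin B at 10 µg/mL as positive control.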
MRP1 act: activators of MRP-1; 0.61% of 140,000 active; H69AR cells + doxorubicin, viability rescue, CellTiter-Glo; viability increase, % at 10 µM;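 active = viability gain under doxorubicin at or above a set limit, the compound median plus 3 SD, cut at about 4.7% in these data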;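 note: MRP-1 overexpressing cells given doxorubicin 25 µM after compound pretreatment; 18-22 h compound pretreatment then 72 h with doxorubicin before readout; 0% = doxorubicin-only wells and 100% = vehicle-treated cells without doxorubicin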
bCat KO growth: beta-catenin-lacking colon tumor cell growth suppression | 1.5% of 140,000 active | HCT116 beta-catenin knockout viability, CellTiter-Glo, 60 h; stronger effect = lower value | viability, % at 10 µM;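 active = viability at or under a set limit, the compound median less 4 SD, cut at about 6% in these data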;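 note: 0% = Hyamine 1622 control at 20 µM and 100% = untreated cell control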
Measles CPE: protection of cells from measles virus; 1.5% of 140,000 active; Measles virus-infected cells, CPE protection, absorbance; AID 841; protection (pct of control), % at 4 µM; in the data active = protection mostly above about 24%, no sharp cut-off; inactive = mostly below about 26%; note: some compounds called inactive have numbers as strong as hits
E-sel TNF inh: blocks E-selectin expression induced by TNF alpha; inhibition, % at 2 µM; HUVEC TNFa-induced E-selectin immunofluorescence, high content; 0.71% of 120,000 active;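 active = inhibition above the batch mean plus 3 SD, and confirmed as a hit on visual image review, cut at about 43% in these data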;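 note: 0% = TNF-stimulated DMSO wells and 100% = unstimulated control wells; not every result past the cut was called active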
GALR2 blocker: blocks the human galanin receptor 2; 0.39% of 140,000 active; O43603; inhibition, % at 4 µM; GALR2-expressing cells, antagonist mode; AID 828; in the data active = inhibition above about 27%;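 note: cells stimulated with galanin 1-16 at roughly its EC80; 0% = agonist challenge control and 100% = basal control without agonist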
Target sequence (O43603 whole entry, looked up): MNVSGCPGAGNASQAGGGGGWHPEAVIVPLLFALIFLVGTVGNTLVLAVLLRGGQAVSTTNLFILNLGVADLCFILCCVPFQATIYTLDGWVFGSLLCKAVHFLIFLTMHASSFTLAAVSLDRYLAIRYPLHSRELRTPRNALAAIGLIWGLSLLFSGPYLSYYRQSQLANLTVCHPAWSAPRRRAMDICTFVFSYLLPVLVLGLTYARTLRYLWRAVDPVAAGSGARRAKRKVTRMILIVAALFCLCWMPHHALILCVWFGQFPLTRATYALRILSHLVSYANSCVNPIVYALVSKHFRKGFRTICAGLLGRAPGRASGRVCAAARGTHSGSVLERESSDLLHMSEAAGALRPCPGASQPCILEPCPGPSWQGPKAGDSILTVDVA
NPY-Y2 antag: blocks the human neuropeptide Y Y2 receptor; NPY-Y2 expressing cells, antagonist mode; inhibition, % at 2.7 µM; 0.99% of 140,000 active; P49146; in the data active = inhibition above about 17%;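 note: 0% = vehicle with agonist challenge and 100% = reference antagonist with challenge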
Target sequence (P49146 whole entry, looked up): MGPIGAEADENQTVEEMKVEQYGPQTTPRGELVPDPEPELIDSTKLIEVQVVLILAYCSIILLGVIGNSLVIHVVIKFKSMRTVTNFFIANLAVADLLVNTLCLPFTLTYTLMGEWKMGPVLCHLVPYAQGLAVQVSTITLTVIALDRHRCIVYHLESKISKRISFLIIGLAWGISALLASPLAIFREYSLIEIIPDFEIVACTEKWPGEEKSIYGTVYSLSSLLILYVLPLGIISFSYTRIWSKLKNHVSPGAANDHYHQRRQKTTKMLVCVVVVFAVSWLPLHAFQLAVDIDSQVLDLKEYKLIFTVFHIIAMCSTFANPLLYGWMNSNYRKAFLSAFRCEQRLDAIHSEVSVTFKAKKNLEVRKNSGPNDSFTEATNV
Phagocytosis inh: blocks phagocytosis by macrophages; 0.07% of 110,000 active; J774A.1 macrophage IgG-bead phagocytosis, imaging; AID 1029; inhibition, % at 5 µM;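 active = inhibition above the mean of the plate negative controls plus 5 SD, cut at about 13% in these data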;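 note: phagocytic index as fraction of beads internalized from green versus red external bead signal; plate controls were DMSO negative control for no effect and cytochalasin-D positive control for full effect; some results beyond the cut were filed as inactive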
PTEN del growth: PTEN-deleted cell growth suppression; HCT116 PTEN-null viability, CellTiter-Glo, 60 h; stronger effect = lower value; viability, % at 10 µM; 1.2% of 140,000 active;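 active = viability at or below a set limit, 4 SD under the median of all tested compounds, cut at about 3.7% in these data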;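 note: PTEN knockout HCT116 line with beta catenin targeted HCT116 as companion control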
Yeast lifespan up: yeast lifespan extension. S. cerevisiae growth with nicotinamide, OD615; deaD strain in restrictive glucose medium. inhibition of the nicotinamide effect, % at 10 µM. 0.68% of 130,000 active. AID 775;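 active = inhibition above a set limit, placed 3 SD over the median of all compounds, cut at about 26% in these data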;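 note: 0% = nicotinamide-treated wells and 100% = cells grown without nicotinamide; some compounds called inactive have numbers as strong as hits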
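assay system = DeaD-strain S. cerevisiae | measured by = absorbance at 615 nm | probe or stimulus = nicotinamide 1.5 mM | buffer or medium = CSMM-D glucose medium, restrictive | times = 48 h at 30 °C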
* hit, by the source's call; . = no result given; & = joins results of further samples.

structure,Yeast growth inh,MRP1 act,bCat KO growth,Measles CPE,E-sel TNF inh,GALR2 blocker,NPY-Y2 antag,Phagocytosis inh,PTEN del growth,Yeast lifespan up
Cc1ccc(Cn2c(CN3CCN(C(=O)c4ccco4)CC3)nc3c2c(=O)n(C)c(=O)n3C)cc1,-39,-0.9,80,7,.,-36,-2,-2,84,-1
O=C1CSC(c2ccc(Cl)cc2)N1 (configuration not stated),19,0.4,90,4,8,-1,0,-1,84,-11
COc1ccc(-n2c(O)c(Cc3ccccc3)c(=O)n3nc(-c4ccccc4)c(=O)cc23)cc1,-31,3.1,101,8,-16,8,4,.,103,.
COc1ccc(-c2csc(=Nc3c(C)n(C)n(-c4ccccc4)c3=O)n2C(C)(C)C)cc1,-30,-0.3,75,.,3,-5,1,-2,70,-13
CCOC(=O)c1cccc(NC(=O)CSc2nnnn2CC)c1,0,-2.4,93,12,8,7,0,0,100,-6
COc1ccc(CCNC(=O)CCn2c(SCC#N)nc3ccccc3c2=O)cc1OC,-20,-0.2,40,2,.,-3,0,2,34,-7
CC(Cc1cccs1)NC(=O)Nc1ccccc1 (configuration not stated),-39,-0.9,90,9,-18,3,5,-1,83,-7
Cc1cccc(-c2nc3c(c(SCC(N)=O)n2)CCCC3)c1,-29,-1.7,97,29,-22,9,3,.,98,.
Cc1ccc(C(C(=O)NC(C)(C)C)N(Cc2ccco2)C(=O)Cn2nnc(-c3cccs3)n2)cc1 (configuration not stated),-16,-3.9,60,5,-5,10,34*,.,54,.
CCCCCn1c(-c2ccco2)nc2nc3ccccc3nc21,-10,-4.3,59,11,17,3,13,-1,42,12
COc1ccc(Nc2cc(C(=O)NCCCN3CCOCC3)c3ccccc3n2)cc1OC,-63,0.1,95,16,14,-8,3,-2,99,0
COc1ccc(CNC(=O)C2CCCN2S(=O)(=O)c2ccc(Cl)cc2)cc1 (configuration not stated),-39,-1.4,95,9,-3,-3,7,.,88,.
Cc1cc(C)c(S(=O)(=O)N2CCN(c3ccc([N+](=O)[O-])c(-n4nc(C)cc4C)c3)CC2)c(C)c1,-41,0.2,77,2,34,5,2,.,79,-3
O=c1[nH]ncc(N2CCCCC2)c1Cl,5,-1.2,100,11,.,12,4,-4,104,3
COc1ccc2nc3c(c(-c4ccccc4)c2c1)CCC3,-60,-0.6,82,10,.,5,5,.,80,-4
CC1CCCN(c2c([N+](=O)[O-])c(=O)oc3ccccc23)C1 (configuration not stated),-38,-1.0,96,5,2,-5,-1,0,101,4
Nc1nc(SCC(=O)NCCCO)nc2sc3c(c12)CCC3,4,-2.4,92,9,.,-6,1,-2,99,-5
COc1ccccc1C(=O)ON=C1c2ccccc2-c2ccccc21,-50,-2.3,99,23,.,-14,9,-9,90,4
O=C(Cn1nc(Cc2cccnc2)c2ccccc2c1=O)N1CCN(c2ccccn2)CC1,3,-1.2,102,0,11,13,3,0,100,-1
Cc1ccccc1NC(=S)N(CCCN1CCOCC1)Cc1cccs1,-9,-2.0,91,5,21,-2,3,-14,90,-4
Clc1ccc(CSc2nnc(-c3c[nH]c4ccccc34)o2)cc1,-41,-0.3,103,28,-4,-5,10,-1,89,-9
CC(C)c1cc(C(N)=O)c(NC(=O)c2cccc(COc3ccc(Br)cc3)c2)s1,-21,1.6,60,3,-18,-10,2,.,67&59,-19
O=S(=O)(NCc1cccnc1)c1cccc2cccnc12,-33,-1.2,101,1,0,-6,1,-2,108,1
O=[N+]([O-])c1ncn(Cc2c(Cl)cccc2Cl)n1,2,1.8,92,25,.,0,3,-8,86,3
CC(=O)Nc1cccc(N(C)S(C)(=O)=O)c1,-18,0.0,70,8,-38,5,0,1,65,-12

Remaining list, next part
structure,Yeast growth inh,MRP1 act,bCat KO growth,Measles CPE,E-sel TNF inh,GALR2 blocker,NPY-Y2 antag,Phagocytosis inh,PTEN del growth,Yeast lifespan up
CCCCCC(=O)NC(=S)Nc1cccc(C(C)=O)c1,-42,-2.5,87,5,.,2,5,-2,97,-3
CCCCN=C1NC(=O)C(CC(=O)NCCc2ccc(OC)cc2)S1 (configuration not stated),2,3.7,101,15,.,-23,1,-6,103,-5
Cc1ccc(C(=O)CSc2nnc(-c3cccnc3)n2N)cc1,-24,-3.8,59,12,-38,0,1,-1,54,-11
COC(=O)c1ccccc1S(=O)(=O)N(Cc1cc2cc3c(cc2[nH]c1=O)OCO3)C1CCCCC1,-32,-0.9,74,5,14,-18,1,-1,73,-14
Cn1c(CNc2ccccc2)nc2ccccc21,-22,-4.7,80,2,.,-9,4,1,79,-7
CC(C)(C)c1ccc(C(=O)NNC(=O)c2ccc(Cl)cc2)cc1,-46,-2.9,74,6,18,12,0,-6,73,7
Cc1noc(C(=O)Nc2c(C)nn(Cc3ccccc3)c2C)c1Cl,-31,-0.5,93,14,-6,-5,0,-1,98,-6
CCCCOc1ccc(NC(=O)C2OC3OC(C)(C)OC3C3OC(C)(C)OC23)cc1 (configuration not stated),-23,-0.4,101,5,16,1,-1,-2,105,0
Cc1cc(=O)n(C)c(=O)n1CC(=O)N1CCCCCC1,-31,-0.8,102,30,.,-6,1,.,99,-2
Cc1nc(-c2ccccc2)sc1-c1nc(-c2ccccc2)ncc1S(=O)(=O)c1ccccc1,-21,-0.9,73,5,.,0,1,-1,82,-5
COCCCNC(=S)NCCCNc1nc2cc3c(cc2cc1C#N)OCO3,-28,-2.0,105,16,3,4,2,0,89,-22
Cc1cccc(OC(=O)n2c(=S)oc3cc(Cl)ccc32)c1,-10,-1.4,94,9,-16,-6,4,-6,99,64*
CCOC(=O)c1c(C)c(C(=O)O)n(C)c1C,-32,-0.6,98,34,.,-2,1,0,102,-8
COc1ccc(CNC(=O)C2CC(c3ccc(OC)cc3)=NO2)cc1 (configuration not stated),-30,-2.6,116,4,.,8,4,0,87,-20
Cc1ccc(C(=O)COC(=O)c2cn(-c3ccccc3)nc2-c2ccccc2)cc1[N+](=O)[O-],-3,1.7,87,16,.,-6,0,-13,105,4
CCCn1c(SCC(=O)Nc2ccc(OC)cc2)nnc1-c1ccncc1,-33,-3.7,83,2,12,-8,-1,0,91,-17
CCc1cc(C(=O)OC)c(NC(=O)CC2Nc3cc(C)c(C)cc3NC2=O)s1 (configuration not stated),-13,-0.9,108,9,-21,6,2,-4,98,0
O=C(CSc1nc2ccccc2c(=O)n1-c1ccc(F)cc1)Nc1ccc(Cl)c(S(=O)(=O)N2CCOCC2)c1,-36,-2.4,79,13,-12,11,2,-1,81,6
CN(C(=O)COC(=O)COc1ccccc1F)C1CCS(=O)(=O)C1 (configuration not stated),-30,0.4,94,7,.,-1,2,0,102,6
COc1ccc2c(C)cc(SCC(=O)Nc3c(C)n(C)n(-c4ccccc4)c3=O)nc2c1,-11,-4.1,92,12,-5,7,-1,2,91,-14
O=C(Cn1nnc(-c2ccccc2)n1)OC1CCOC1=O (configuration not stated),-24,0.6,104,9,-8,-6,5,1,100,-9
Cc1ccc(-c2nnc3ccc(SCC(=O)N4CCc5ccccc54)nn23)cc1,-32,-3.6,89,17,-14,-3,0,0,94,-6
Cc1cccc(N2CSC3=C(C#N)C(c4ccc(C)o4)CC(=O)N3C2)c1 (configuration not stated),-36,-3.1,97,9,-13,11,2,0,96,-2
CCCCCc1c(C)nc(N2CCc3ccccc3C2)[nH]c1=O,-64,-1.3,82,9,9,-2,0,4,101,-1
COc1ccc(OC)c(-n2nnnc2SCC(=O)Nc2nc(C)c(C)s2)c1,-26,-0.8,76,25,.,1,2,-1,72,-10

A portion from further up, as a working copy:
structure,Yeast growth inh,MRP1 act,bCat KO growth,Measles CPE,E-sel TNF inh,GALR2 blocker,NPY-Y2 antag,Phagocytosis inh,PTEN del growth,Yeast lifespan up
CCCCCc1c(C)nc(N2CCc3ccccc3C2)[nH]c1=O,-64,-1.3,82,9,9,-2,0,4,101,-1
COc1ccc(OC)c(-n2nnnc2SCC(=O)Nc2nc(C)c(C)s2)c1,-26,-0.8,76,25,.,1,2,-1,72,-10

The results go on:
structure,Yeast growth inh,MRP1 act,bCat KO growth,Measles CPE,E-sel TNF inh,GALR2 blocker,NPY-Y2 antag,Phagocytosis inh,PTEN del growth,Yeast lifespan up
O=C(Nc1cnn(Cc2ccc(Cl)cc2)c1)c1ccc([N+](=O)[O-])cc1,-45,2.1,37,1,-30,-9,1,.,33,-12
Cc1ccc(-c2nc3cc(NC(=O)C(C)C)ccc3o2)cc1,-41,-2.9,89,6,-10,2,-2,4,83,-4
O=C(NCCc1cccs1)C1CC(c2c(Cl)cccc2Cl)=NO1 (configuration not stated),-60,-2.4,27,14,-3,-5,0,.,21,-20
CN1CCN(c2ccc([N+](=O)[O-])cc2NC(=O)c2ccccc2Cl)CC1,-37,-2.9,87,27,0,-19,0,-1,77,-5
Cc1cccc2nc(CSc3nnc4ccccn34)cn12,-30,-1.7,86,16,2,-6,3,-2,94,-2
CC(NC(=O)C1CCC(=O)N1Cc1ccc(F)cc1)c1ccc2c(c1)OCCO2 (configuration not stated),-15,-0.6,97,10,-13,-6,2,0,82,-17
O=C(NCc1ccccn1)Nc1cccc(NC(=O)NCc2ccccn2)c1,-63,-1.1,91,12,-15,11,3,-1,105,-12
O=C(O)CCc1nc(-c2ccccc2Cl)no1,-39,-2.4,102,20,29,6,2,1,96,-14
COc1nc(OC)nc(N2CCC(C(=O)NCc3ccco3)CC2)n1,-25,-0.7,102,8,14,-2,2,-1,108,-6
CCCC1(C(=O)OC)NC(c2ccc(OC)c(OC)c2)C2C(=O)N(c3ccc4c(c3)OCO4)C(=O)C21 (configuration not stated),-19,0.1,96,8,-12,9,-1,0,99,-5
O=C(COC(=O)CCSc1ccccc1)NCc1ccccc1Cl,-20,-2.9,98,75*,-22,5,4,-12,101,-7
Cc1cccc(C=Nc2ccc3c(c2)oc2ccccc23)c1O,-7,-2.0,98,12,5,4,1,-2,101,-2
CC(C)COC(=O)C(C#N)c1nc2ccccc2nc1N1CCN(Cc2ccccc2)CC1 (configuration not stated),-63,1.6,70,2,18,-5,3,-2,65,-12
CCN(CC)C(=O)Nc1ccc(C(=O)OC)cc1,-27,0.2,93,6,11,-8,2,.,110,-14
O=C(NC1CCCCC1)C(c1ccco1)N(C(=O)c1csnn1)C1CCCC1 (configuration not stated),-49,-2.6,90,4,.,-6,2,-1,91,-3
CC(=O)c1cnc2c(C(=O)O)cnn2c1C,-7,-2.0,94,15,-15,1,1,.,93,-3
COc1cccc(COc2ccccc2C2Nc3ccc(Br)cc3C(=O)N2NC(=O)c2ccncc2)c1 (configuration not stated),-1,-4.0,37,16,-69,-6,5,.,36,4
CCCOC(=O)C(C)n1cnc2sc(C)c(C)c2c1=O (configuration not stated),-19,-2.4,92,2,9,-1,2,0,92,-12
O=C(NC1CC2CCC(C1)N2C(=O)NCc1ccccc1)NC12CC3CC(CC(C3)C1)C2 (configuration not stated),-45,3.0,91,16,15,3,1,0,104,-10

From PubChem BioAssay

Outcome played no part in choosing rows; about 6.1% have a hit in one of these screens.
